Screens deposited in PubChem by several laboratories.
TLR9-MyD88 block: inhibitors of TLR9-MyD88 association in cells, primary screen, cell-based, CHO, BLA complementation, fluorescence; inhibition, % at 4.98 µM; 340,000 tested, 0.21% active; CCF4 FRET ratio; AID 504734, 2011; Toll-like receptor 9 (Homo sapiens) + Myeloid differentiation primary response protein …;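 active = inhibition above the mean over all tested compounds plus 3 SD, cut at about 21% in these data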;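 note: 0% = DMSO only wells and 100% = clavulanate BLA inhibitor control wells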
Target sequence (Q99836 whole entry, looked up): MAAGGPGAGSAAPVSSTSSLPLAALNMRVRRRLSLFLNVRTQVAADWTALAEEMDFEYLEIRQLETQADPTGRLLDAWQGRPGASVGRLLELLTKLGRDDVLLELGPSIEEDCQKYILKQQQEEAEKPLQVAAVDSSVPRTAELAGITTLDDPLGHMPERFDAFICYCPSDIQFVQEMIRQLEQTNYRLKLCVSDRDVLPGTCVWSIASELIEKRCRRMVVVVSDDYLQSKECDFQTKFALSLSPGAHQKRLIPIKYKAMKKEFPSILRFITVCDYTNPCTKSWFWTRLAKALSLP
Target sequence (Q9NR96 whole entry, looked up): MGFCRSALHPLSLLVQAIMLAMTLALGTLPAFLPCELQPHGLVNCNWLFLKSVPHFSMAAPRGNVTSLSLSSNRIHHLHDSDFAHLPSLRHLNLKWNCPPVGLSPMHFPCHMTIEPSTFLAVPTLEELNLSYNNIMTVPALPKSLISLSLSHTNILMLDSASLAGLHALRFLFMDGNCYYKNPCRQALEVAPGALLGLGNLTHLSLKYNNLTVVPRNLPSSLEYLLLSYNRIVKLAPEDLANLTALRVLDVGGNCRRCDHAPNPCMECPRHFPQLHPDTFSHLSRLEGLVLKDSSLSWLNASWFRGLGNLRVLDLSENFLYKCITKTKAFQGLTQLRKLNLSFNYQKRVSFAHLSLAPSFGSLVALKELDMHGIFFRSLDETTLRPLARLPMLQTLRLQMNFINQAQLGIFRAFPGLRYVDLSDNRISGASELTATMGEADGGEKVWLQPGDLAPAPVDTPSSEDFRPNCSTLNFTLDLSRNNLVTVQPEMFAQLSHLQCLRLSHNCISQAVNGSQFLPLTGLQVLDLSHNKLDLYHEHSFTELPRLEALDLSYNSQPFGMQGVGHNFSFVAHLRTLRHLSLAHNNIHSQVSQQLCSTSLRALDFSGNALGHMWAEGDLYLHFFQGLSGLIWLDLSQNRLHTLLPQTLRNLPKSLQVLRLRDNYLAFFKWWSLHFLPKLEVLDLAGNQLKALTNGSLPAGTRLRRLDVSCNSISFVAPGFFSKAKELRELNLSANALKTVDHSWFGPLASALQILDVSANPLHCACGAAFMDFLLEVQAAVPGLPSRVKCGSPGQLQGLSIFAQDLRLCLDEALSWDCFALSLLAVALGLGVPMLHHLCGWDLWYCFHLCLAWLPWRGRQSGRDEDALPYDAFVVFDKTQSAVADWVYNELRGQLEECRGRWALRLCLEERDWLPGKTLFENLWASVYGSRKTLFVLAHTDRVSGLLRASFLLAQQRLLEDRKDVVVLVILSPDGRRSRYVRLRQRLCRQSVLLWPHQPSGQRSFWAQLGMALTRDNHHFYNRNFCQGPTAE
aDG glyco up: activators of alpha-DG glycosylation, primary screen, uHTS, Pro5-aDG cells, AlphaScreen | alpha-DG glycosylation AlphaScreen (IIH6); 0% Pro5, 100% B10-LARGE cell signal | activation, % at 10 µM | 360,000 tested, 0.22% active | AID 624168, 2012;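 active = activation of at least 8% versus controls, or a plate z-score of at least 8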;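 note: Pro5 are CHO cells carrying HIG-tagged alpha-DG that lacks glycosylation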
MC4R antag cAMP: MC4R antagonists of cAMP signaling, primary screen, cell-based, TR-FRET, antagonist arm of biased-ligand search. MC4R-expressing cells, MTII-stimulated cAMP, LANCE TR-FRET. inhibition, % at 6.5 µM. Melanocortin receptor 4 (Homo sapiens), P32245. AID 540295, 2011. 360,000 tested, 0.48% active;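 active = inhibition above its plate's cutoff, the mean of tested wells on that plate plus 3 SD, cut at about 29% in these data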;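 note: 0% = Melanotan II alone and 100% = Melanotan II plus saturating MCL0020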
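Material: U2OS-MC4R stable cell line | Reagent: Melanotan II challenge after compound preincubation | Doses: One concentration, 6.5 µM nominal | Incubation: 30-min compound preincubation, 1-h Melanotan II challenge, 1-h detection, room temperature | Signal: TR-FRET cAMP assay | Replicates: One well per compound, no replicates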
Exocytosis inh: LAMP-1 surface exposure blockers, TALL-104 cells – cell-based, flow cytometry, MLPCN library, primary screen; TALL-104 LAMP-1 surface exposure; cells stimulated with thapsigargin and PMA; inhibition, % at 10 µM; 360,000 tested, 0.66% active;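 active = inhibition above about 55%, limit read from the data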
ABHD5 PLIN5 PPI: ABHD5-PLIN5 interaction inhibitors, primary screen, cell lysate, split luciferase complementation, luminescence | Perilipin-5 (Homo sapiens) + 1-acylglycerol-3-phosphate O-acyltransferase ABHD5 (Homo … | Split G. princeps luciferase complementation, 4 h | inhibition, % at 4 µM | 360,000 tested, 0.78% active | AID 602281, 2012;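 active = inhibition above the mean inhibition across every tested compound plus 3 SD, cut at about 22% in these data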;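 note: 0% = DMSO only wells and the 100% control is not disclosed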
MC4R ag barr: MC4R agonists recruiting beta-arrestin, primary screen, cell-based, luminescence, agonist arm of biased-ligand search | Melanocortin receptor 4 (Homo sapiens), P32245 | U2OS MC4R beta-arrestin complementation; percent of melanotan II response, DMSO zero | activation, % at 8.9 µM | 360,000 tested, 0.98% active | AID 540308, 2011;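 active = activation above a per-plate cutoff, the mean activation of sample wells on that plate plus 3 SD, cut at about 8% in these data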
ABCB6 inh 2: ABCB6 transporter inhibitors, primary screen, K562-ABCB6 cells, flow cytometry, MLPCN library; ATP-binding cassette sub-family B member 6 (Homo sapiens), Q9NP58; K562-ABCB6 porphyrin accumulation, 1 h; stronger effect = lower value; fluorescence ratio to DMSO, % at 10 µM; 360,000 tested, 0.19% active; AID 602162, 2011;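 active = fluorescence ratio to DMSO below 75%, the collection mean minus 3 SD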;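 note: signal is porphyrin accumulated inside mitochondria; 100% equals median channel fluorescence of DMSO control wells; lower ratio means ABCB6 inhibition with less porphyrin fluorescence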
Vif imaging: HIV Vif self-association inhibitors, primary screen, imaging, HEK293T, single point; inhibition, % at 7.49 µM; HEK293T cells, Vif self-association by quenched fluorescence, 24 h; 340,000 tested, 0.35% active; AID 602346, 2012; in the data active = inhibition above about 50%, passing the limit was not always enough; note: some results filed as inactive read as strong as hits
N-glyco inh: increase of ERlucT glycosylation luciferase signal, primary screen, N-linked glycosylation inhibitor project, D54 ERlucT cells, luminescence, set 2; D54 ERlucT glycosylation luciferase reporter, 24 h; percent of 100 nM tunicamycin response; reporter increase, % at 12.5 µM; 360,000 tested, 0.23% active; AID 588692, 2011;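 active = mean luciferase reporter signal, scaled so untreated is 0 and the glycosylation-blocking control 100, at or above a set limit in every replicate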;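 note: luciferase carries N-glycosylation sites so blocking glycosylation raises the light; 0% = median of neutral control wells and 100% = median of 100 nM tunicamycin wells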
NOD2 RIPK2 PPI: NOD2-RIPK2 binding disruptors in cells, primary screen, fluorescence, CHO cells, BLA complementation. CCF4 ratio. inhibition, % at 4.98 µM. 360,000 tested, 0.38% active; in the data active = inhibition above about 21%;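 note: 0% = vehicle only and 100% = reference blocker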
Starred values were filed as active, the others as inactive; . = no result given. This is a subset; the hit share may differ from the screen's.

1: COc1ccc(CNC(=O)CCn2c(=O)oc3ccccc32)cc1
2: Cc1ccc(NC(=O)c2ccc(C)c(S(=O)(=O)N3CCOCC3)c2)nc1
3: COc1cc(/C=C2\SC(=S)N(CCC(=O)Nc3ccc(O)cc3)C2=O)cc(OC)c1OC
4: O=C(O)c1cnnc2ccccc12
5: CC1(C)Cc2c(sc3c2C2=NCCN2C=N3)CO1
6: CN1CCN(C(=O)C[C@H]2CC[C@H]3[C@@H](COC[C@@H](O)CN3C(=O)C3CCCC3)O2)CC1
assay / entry,1,2,3,4,5,6
ABHD5 PLIN5 PPI,-4,5,-4,-3,1,-3
aDG glyco up,0.1,-0.1,0.1,-0.3,0.1,-0.1
N-glyco inh,1,2,-8,6,1,.
NOD2 RIPK2 PPI,5,6,4,7,-11,-8
Vif imaging,-3,-1,.,2,.,.
MC4R ag barr,0.1,-0.4,0.6,-1.0,-2.2,.
Exocytosis inh,-3,1,0,1,1,7
ABCB6 inh 2,95,98,77,97,97,.
MC4R antag cAMP,5,4,7,2,14,.
TLR9-MyD88 block,-5,8,3,2,8,.

7: C/C=C\C=C/C(=O)Nc1cccc(C2=NOC3(C2)C[C@H](C(N)=O)N(C(=O)CC)C3)c1 (some centres not stated)
8: CCOc1ccc(Cc2n[nH]c(=S)n2Cc2ccccc2)cc1
9: COCCNC(=O)CSc1nc2cc(OC)c(OC)cc2c(=O)n1CCC1=CCCCC1
10: CN1CCN(CCCOc2ccc(-c3ccccc3)cc2)CC1
11: CCOc1ccccc1CNCC1CCCO1 (configuration not stated)
12: COCCNC(=O)C1CCCN(C(=O)COc2ccc(Cl)cc2Cl)CC1 (configuration not stated)
assay / entry,7,8,9,10,11,12
ABHD5 PLIN5 PPI,0,-8,-6,9,3,-7
aDG glyco up,0.0,0.0,-0.1,0.8,0.0,0.0
N-glyco inh,2,1,-1,-7,0,-3
NOD2 RIPK2 PPI,0,-5,-8,8,-7,1
Vif imaging,-8,-10,6,-14,5,-6
MC4R ag barr,-1.1,-2.3,-0.7,-1.4,-1.2,-1.6
Exocytosis inh,-4,3,-3,27,12,-2
ABCB6 inh 2,97,99,101,98,97,99
MC4R antag cAMP,5,2,0,7,0,-1
TLR9-MyD88 block,-4,-2,10,7,4,.

Three entries out of the list, ordered by formula weight, falling:
9: COCCNC(=O)CSc1nc2cc(OC)c(OC)cc2c(=O)n1CCC1=CCCCC1
8: CCOc1ccc(Cc2n[nH]c(=S)n2Cc2ccccc2)cc1
10: CN1CCN(CCCOc2ccc(-c3ccccc3)cc2)CC1
assay / entry,9,8,10
ABHD5 PLIN5 PPI,-6,-8,9
aDG glyco up,-0.1,0.0,0.8
N-glyco inh,-1,1,-7
NOD2 RIPK2 PPI,-8,-5,8
Vif imaging,6,-10,-14
MC4R ag barr,-0.7,-2.3,-1.4
Exocytosis inh,-3,3,27
ABCB6 inh 2,101,99,98
MC4R antag cAMP,0,2,7
TLR9-MyD88 block,10,-2,7

Carrying on:
13: O=C(CCCc1c[nH]c2ccccc12)NCc1cccs1
14: CC(=O)Nc1ncc2c(n1)CC(c1ccco1)CC2=O (configuration not stated)
15: Cc1ccc(C(=O)Nc2cccc(-c3nc4ncccc4o3)c2)cc1
16: Cc1ccc2nc(SCC(=O)c3c[nH]c4ccccc34)[nH]c2c1
17: Cc1nnc(SCCC#N)n(CCC#N)c1=O
18: COc1ccccc1-c1nnc(SCC(=O)Nc2ccc(S(N)(=O)=O)cc2)n1C
assay / entry,13,14,15,16,17,18
ABHD5 PLIN5 PPI,2,-3,5,0,-7,0
aDG glyco up,0.6,-0.3,0.0,-0.1,-0.3,0.0
N-glyco inh,-1,0,2,1,0,1
NOD2 RIPK2 PPI,-9,-10,-1,6,-2,3
Vif imaging,0,9,11,-5,0,1
MC4R ag barr,-0.1,-1.6,1.3,12*,-0.1,-2.8
Exocytosis inh,3,-1,-2,0,1,0
ABCB6 inh 2,98,86,100,126,103,94
MC4R antag cAMP,-5,7,8,-2,-4,7
TLR9-MyD88 block,7,0,1,10,2,-3

19: COCCCNC(=S)Nc1ccc(C)cc1[N+](=O)[O-]
20: Cc1ccc(Nc2nc(N)nc(CCl)n2)c(C)c1
21: Nn1cc(-c2ccccc2)nc1SCC(=O)NCCc1ccccc1
22: Nc1c(C(=O)O)sc2nc(-c3ccccc3)c3c(c12)CCCC3
23: O=C1CC(c2ccc(S(=O)(=O)NCCOc3ccccc3)cc2)CN1 (configuration not stated)
24: CCc1nc2ccc(C(=O)NCCNC(C)=O)cn2c1N(CC)CCOC
assay / entry,19,20,21,22,23,24
ABHD5 PLIN5 PPI,1,0,6,-10,1,-3
aDG glyco up,0.0,-0.1,-0.2,-0.1,0.0,0.1
N-glyco inh,1,-5,2,1,2,3
NOD2 RIPK2 PPI,8,-5,1,6,-9,-14
Vif imaging,-3,-1,0,-2,5,-1
MC4R ag barr,-1.6,15*,-3.8,-2.2,2.3,0.1
Exocytosis inh,0,17,-2,28,-4,6
ABCB6 inh 2,92,98,93,106,91,101
MC4R antag cAMP,0,11,1,6,3,-4
TLR9-MyD88 block,1,0,0,1,-3,.

Some of the entries above, reformatted:
Results follow in this order: ABHD5 PLIN5 PPI	aDG glyco up	N-glyco inh	NOD2 RIPK2 PPI	Vif imaging	MC4R ag barr	Exocytosis inh	ABCB6 inh 2	MC4R antag cAMP	TLR9-MyD88 block
20: Cc1ccc(Nc2nc(N)nc(CCl)n2)c(C)c1
  0	-0.1	-5	-5	-1	15*	17	98	11	0
21: Nn1cc(-c2ccccc2)nc1SCC(=O)NCCc1ccccc1
  6	-0.2	2	1	0	-3.8	-2	93	1	0
22: Nc1c(C(=O)O)sc2nc(-c3ccccc3)c3c(c12)CCCC3
  -10	-0.1	1	6	-2	-2.2	28	106	6	1

(further entries)
25: Cc1nc2c(OCCC3CCCCC3)cccn2c1N(C)C(=O)CCC1CCCC1
26: Cc1ccc(N2C(=O)Nc3ccc(Br)cc3C2(O)C(=O)NCCN(C)C)cc1C (configuration not stated)
27: CCOc1cc([C@@H]2C[C@H]3CN(c4ccccc4)C(=O)[C@]34CCCN24)ccc1OC
28: Cc1ccc(/C=C/C(=O)Nc2cc(=O)n(C)c(=O)n2C)o1
29: CCOc1ccc(-c2nnc(NC3=NCCCCC3)o2)cc1
30: c1cc2c3c(cccc3c1)NC1(CCCCCC1)N2
assay / entry,25,26,27,28,29,30
ABHD5 PLIN5 PPI,-6,2,-2,16,3,0
aDG glyco up,0.5,1.3,-0.1,-0.1,0.1,0.2
N-glyco inh,-4,1,-6,3,-8,4
NOD2 RIPK2 PPI,2,0,4,-9,-10,-71
Vif imaging,-9,5,-9,3,-10,-1
MC4R ag barr,3.8,-2.6,-2.8,-1.4,-1.9,1.9
Exocytosis inh,-17,1,28,5,-10,10
ABCB6 inh 2,99,94,109,104,99,109
MC4R antag cAMP,6,3,15,19,12,-8
TLR9-MyD88 block,.,5,14,-11,-1,8

31: C/C=C/C=C/C(=O)N1CC[C@]23c4ccccc4N[C@H]4N(C)c5cccc6c5[C@]42CCN([C@H]6C2OC2(C)C)[C@H]13 (some centres not stated)
32: O=C(Cn1ncc2c([nH]c3ccccc32)c1=O)NCC1CCN(Cc2ccc(F)cc2)CC1
33: Cc1nc(SCC(=O)Nc2ccc(F)cc2)c2oc3ccccc3c2n1
34: CCCCC(=O)Nc1ccc(Cl)cn1
35: COc1ccc(-c2noc(C(=O)NCc3ccccc3Cl)n2)cc1OC
36: O=C(NNC(=O)c1sccc1-n1cccc1)c1ccc(Cl)cc1
assay / entry,31,32,33,34,35,36
ABHD5 PLIN5 PPI,5,4,-2,0,3,10
aDG glyco up,0.5,-0.2,0.3,-0.1,0.4,0.0
N-glyco inh,-5,0,1,-2,-1,0
NOD2 RIPK2 PPI,-1,-8,0,-11,-1,-11
Vif imaging,2,3,10,-1,0,-1
MC4R ag barr,-0.1,0.5,1.9,-1.8,-2.8,-0.4
Exocytosis inh,-5,-2,-7,-2,-3,1
ABCB6 inh 2,101,109,102,96,101,100
MC4R antag cAMP,13,-3,9,-12,15,-2
TLR9-MyD88 block,-8,2,-4,7,7,-1

37: O=C(c1cccc(C(F)(F)F)c1)N1CCc2c([nH]c3ccccc23)C1C(F)(F)F (configuration not stated)
38: CNC(=O)COC(=O)c1ccc([N+](=O)[O-])cc1Cl
39: CCCCOc1ccc(C(=O)Nc2ccc(CN3CCOCC3)cc2)cc1
40: Cc1cccc(C)c1OCCCn1ccnc1
41: Cc1nnc(SC(C)C(=O)Nc2ccc(Cl)cc2Cl)[nH]c1=O (configuration not stated)
42: CCCN1CCN(C(=O)c2ccc(Sc3ccc(C)cc3)c(NC(C)=O)c2)CC1
assay / entry,37,38,39,40,41,42
ABHD5 PLIN5 PPI,1,0,-3,-2,2,4
aDG glyco up,0.5,0.4,1.1,0.0,-0.2,0.1
N-glyco inh,0,0,-1,2,2,-6
NOD2 RIPK2 PPI,-22,-13,-18,-2,-2,-1
Vif imaging,-9,-2,-20,-2,4,-4
MC4R ag barr,8.8*,-1.4,-1.5,-2.6,-1.8,1.5
Exocytosis inh,-5,-2,35,-1,-4,0
ABCB6 inh 2,89,101,88,101,103,108
MC4R antag cAMP,10,10,12,1,9,5
TLR9-MyD88 block,6,-8,4,-4,7,6

43: CCc1ccc(-c2cc(C)no2)cc1S(=O)(=O)N1CCN(c2cccc(C)c2C)CC1
44: Cc1ccc(NC(=O)CCN2C(=O)C3C4CCC(C4)C3C2=O)cc1[N+](=O)[O-] (configuration not stated)
45: Cc1cccc(NC(=S)NC2CC3CCC(C2)N3Cc2ccco2)c1 (configuration not stated)
46: [O-][n+]1nc2ccccc2c2ccccc21
assay / entry,43,44,45,46
ABHD5 PLIN5 PPI,-4,5,4,-2
aDG glyco up,0.0,-0.3,0.7,-0.2
N-glyco inh,-7,1,0,5
NOD2 RIPK2 PPI,-9,3,-1,-11
Vif imaging,-3,-5,-10,0
MC4R ag barr,-1.2,1.6,-0.7,-0.7
Exocytosis inh,4,6,-2,2
ABCB6 inh 2,99,100,96,102
MC4R antag cAMP,1,-5,3,3
TLR9-MyD88 block,13,9,0,-2
